Screening data from PubChem.
EBNA-1 inhibitor: EBNA-1 DNA-binding inhibitors, primary screen, biochemical, fluorescence polarization; actives 0.34% (n = 300,000); inhibition, % at 14.8 µM; in the data active = inhibition above about 28%
GASC-1 inh: inhibitors of GASC-1 histone demethylase, primary screen, biochemical, fluorescence, DELFIA europium | Lysine-specific demethylase 4C (Homo sapiens), Q9H3R0 | GST-JMJD2C(1-420) H3K9me3 demethylation | inhibition, % at 2.35 µM | actives 0.069% (n = 330,000);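 active = more than half of a compound's replicate wells show inhibition beyond 50%, single wells judged on their own value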;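 also: signal counts dimethyl H3K9 product captured on neutravidin plate; 0% = median of DMSO wells and 100% = 0.3 times that DMSO median; strong numbers were not always called active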
Target sequence (Q9H3R0 1-420 limits assumed): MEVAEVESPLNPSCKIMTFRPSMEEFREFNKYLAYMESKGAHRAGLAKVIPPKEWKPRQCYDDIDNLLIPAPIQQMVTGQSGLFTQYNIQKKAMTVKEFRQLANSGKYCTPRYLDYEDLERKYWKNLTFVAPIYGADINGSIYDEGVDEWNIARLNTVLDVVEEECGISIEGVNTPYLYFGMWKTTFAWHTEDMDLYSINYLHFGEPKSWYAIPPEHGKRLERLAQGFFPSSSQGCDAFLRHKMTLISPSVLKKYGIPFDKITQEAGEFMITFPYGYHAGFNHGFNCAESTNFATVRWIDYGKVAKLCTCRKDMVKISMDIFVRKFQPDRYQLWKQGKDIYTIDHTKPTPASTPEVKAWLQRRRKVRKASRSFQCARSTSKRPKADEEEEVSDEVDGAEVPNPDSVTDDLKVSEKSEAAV
core dimer inh: inhibitors of HCV core protein dimerization, primary screen, biochemical, TR-FRET, high-throughput | actives 0.33% (n = 300,000) | inhibition, % at 5 µM | TR-FRET GST/Flag-core106 dimerization, 1536-well | AID 1899, 2009;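 active = inhibition above the mean of all tested compounds plus 3 SD, set per screening campaign, cut at about 45% in these data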
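Assay system: GST-tagged and Flag-tagged HCV core protein residues 1-106 / Times: compound-protein-antibody incubation 4 h at 22.5 °C / Signal: time-resolved FRET, ex 340 nm, em 617 and 671 nm / Evaluation: % inhibition based on acceptor/donor emission ratio / Benchmarks: wells lacking GST-core106 and wells with excess unlabelled core106 / Repeats: singlicate, one well per compound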
CTSL1 counter: Fasciola hepatica cathepsin L1 inhibitors, primary screen, counter-screen for PFM18AAP inhibitor project, biochemical, QFRET, fluorogenic peptide substrate; recombinant F. hepatica cathepsin L1, Z-Leu-Arg-MCA fluorescence; inhibition, % at 5.96 µM; actives 0.49% (n = 300,000); AID 1906, 2009;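 active = inhibition above the mean of all tested compounds plus 3 SD, set per screening campaign, cut at about 17% in these data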;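 also: 0% = plate median of test compound wells and 100% = 1 µM Z-Phe-Ala-diazomethylketone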
ZTA DNA inh: blocks Epstein-Barr virus ZTA, an EBNA-1 counter-screen. actives 0.15% (n = 320,000). P03206. inhibition, % at 11 µM. ZTA-DNA binding, fluorescence polarization; in the data active = inhibition above about 33%
Target sequence (P03206 whole entry, looked up): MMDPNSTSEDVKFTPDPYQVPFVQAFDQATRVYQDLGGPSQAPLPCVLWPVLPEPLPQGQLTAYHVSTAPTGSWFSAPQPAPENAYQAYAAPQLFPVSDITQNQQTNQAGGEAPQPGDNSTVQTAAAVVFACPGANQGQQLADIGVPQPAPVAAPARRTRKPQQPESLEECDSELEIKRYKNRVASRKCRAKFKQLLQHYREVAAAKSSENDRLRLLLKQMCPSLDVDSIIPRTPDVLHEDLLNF
PP1 counter: PP1-alpha phosphatase inhibitors, primary screen, counter-screen for PP5 inhibitor project, biochemical, fluorescence, OMFP substrate, single point. purified PP1alpha. inhibition, % at 6.7 µM. actives 0.9% (n = 320,000). AID 2235, 2010;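 active = inhibition above the mean inhibition of all tested compounds plus 3 SD, computed separately for each screening campaign, cut at about 15% in these data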
Target sequence (P62136 whole entry, looked up): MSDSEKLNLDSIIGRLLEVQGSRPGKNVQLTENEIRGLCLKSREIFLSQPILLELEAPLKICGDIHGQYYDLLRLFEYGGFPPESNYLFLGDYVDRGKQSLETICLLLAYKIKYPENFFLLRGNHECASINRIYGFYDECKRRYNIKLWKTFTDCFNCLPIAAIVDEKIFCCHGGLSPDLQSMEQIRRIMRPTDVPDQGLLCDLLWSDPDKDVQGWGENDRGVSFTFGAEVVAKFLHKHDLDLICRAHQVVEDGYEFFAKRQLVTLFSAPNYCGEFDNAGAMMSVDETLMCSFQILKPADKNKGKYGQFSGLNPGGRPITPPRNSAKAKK
PP5 inh: PP5 phosphatase inhibitors, primary screen, biochemical, fluorescence; Serine/threonine-protein phosphatase 5 (Homo sapiens), P53041; purified PP5c, OMFP substrate fluorescence; inhibition, % at 6.7 µM; actives 0.18% (n = 320,000); AID 1987, 2009;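 active = inhibition above the campaign's mean inhibition across all tested compounds plus 3 SD, cut at about 9.5% in these data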;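 also: 0% = DMSO only and 100% = 100 µM cantharidin control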
Yeast superoxide: reduction of superoxide in aged yeast, primary screen, HTS. superoxide response (% of plate mean), % at 10 µM. actives 0.18% (n = 330,000). S. cerevisiae aged cells, superoxide DHE fluorescence; active compounds read low. AID 2690, 2010;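 active = superoxide response under a set limit, about three screen SD below normal, cut at about 65% in these data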;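 also: yeast aged for seven days with compound at 30 °C before DHE staining; 100% = average MFI of all compound-treated wells on the plate with controls excluded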
TPT1 inhibitor: Candida albicans TPT1 enzyme inhibitors, primary screen, biochemical, fluorescence polarization | tRNA 2'-phosphotransferase TPT1 (Candida albicans SC5314) | recombinant caTPT1, FP RNA substrate dephosphorylation | inhibition, % at 5 µM | actives 0.81% (n = 300,000);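 active = inhibition above the mean of all tested compounds plus 3 SD, set per screening campaign, cut at about 24% in these data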;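 also: plate controls were DMSO alone for no effect and ferristatin control at 100 nM for full effect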
* = called active by the depositor; & = joins results of further samples.

For NCc1ccccc1 the results were EBNA-1 inhibitor 8, core dimer inh 2, CTSL1 counter -2, ZTA DNA inh -13, PP1 counter -2, PP5 inh -1.2, Yeast superoxide 91 and TPT1 inhibitor -4.
`COc1ccc(-c2nc3ccccc3s2)cc1NC(C)=O` gave EBNA-1 inhibitor 9, GASC-1 inh 4, core dimer inh 9, CTSL1 counter 1, ZTA DNA inh 9, PP1 counter -1, PP5 inh 0.4, Yeast superoxide 105 and TPT1 inhibitor 6.
Screening Cc1ccccc1NC(=O)C(C)SCc1ccccc1 (stereo not drawn) returned EBNA-1 inhibitor 0, GASC-1 inh 17, core dimer inh -2, CTSL1 counter -2, ZTA DNA inh -1, PP1 counter -1, PP5 inh 4.5, Yeast superoxide 96 and TPT1 inhibitor 0.
`COc1ccccc1-c1ccc(/C=C2/C=C(C)OC2=O)o1` gave EBNA-1 inhibitor 7, GASC-1 inh 7, core dimer inh 13, CTSL1 counter 4, ZTA DNA inh 2, PP1 counter 1, PP5 inh 1.4, Yeast superoxide 97 and TPT1 inhibitor 13.
Screening CCN1CCN(c2ccc(S(=O)(=O)N(CC)CC)cc2[N+](=O)[O-])CC1 returned EBNA-1 inhibitor 5, GASC-1 inh -24, core dimer inh 0, CTSL1 counter -4, ZTA DNA inh -18, PP1 counter -9, PP5 inh 0.2, Yeast superoxide 107 and TPT1 inhibitor 1.
O=C(N/N=C(\c1ccccc1)c1cccnc1)c1ccc(O)cc1 was read as EBNA-1 inhibitor 7, GASC-1 inh 5, core dimer inh -2, CTSL1 counter 0, ZTA DNA inh -6, PP1 counter -2, PP5 inh -0.8, Yeast superoxide 96 and TPT1 inhibitor -1.
CC(C)(C)N(Cc1ccccc1)C(=O)c1cc2ccccc2o1 was read as EBNA-1 inhibitor -8, GASC-1 inh 3, core dimer inh -6, CTSL1 counter 4, ZTA DNA inh -9, PP1 counter 2, PP5 inh 2.9, Yeast superoxide 106 and TPT1 inhibitor -1.
COc1ccc(Cl)cc1NC(=O)N1CCC(C)CC1 was read as EBNA-1 inhibitor 6, GASC-1 inh 13, core dimer inh -5, CTSL1 counter 0, ZTA DNA inh -5, PP1 counter -2, PP5 inh -0.6, Yeast superoxide 101 and TPT1 inhibitor -1.
For Cc1ccc(NC(=O)Cn2nnc(C(=O)Nc3ccc(F)c(Cl)c3)c2N)cc1 the results were EBNA-1 inhibitor -18, GASC-1 inh 17, core dimer inh 6, CTSL1 counter 3, ZTA DNA inh -3, PP1 counter 9, PP5 inh 1.4, Yeast superoxide 108 and TPT1 inhibitor -1.
`COc1ccccc1-c1nnc(NC(=O)OCC(C)C)s1` gave EBNA-1 inhibitor 5, GASC-1 inh 1, core dimer inh 3, CTSL1 counter -1, ZTA DNA inh 10, PP1 counter 0, PP5 inh -2.1, Yeast superoxide 98 and TPT1 inhibitor -2.
For CCSc1nc2cc(C(=O)OC)ccc2c(=O)n1CC the results were EBNA-1 inhibitor 7, GASC-1 inh -2&-17, core dimer inh -2, CTSL1 counter 0, ZTA DNA inh 9, PP1 counter -3, PP5 inh 0.1, Yeast superoxide 90 and TPT1 inhibitor 0.
Cn1ccnc1C1CCCCN1Cc1nc(-c2ccc3c(c2)OCO3)no1 (stereo not drawn) was read as EBNA-1 inhibitor -4, GASC-1 inh 2, core dimer inh -6, CTSL1 counter 9, ZTA DNA inh -3, PP1 counter -4, PP5 inh 0.9, Yeast superoxide 108 and TPT1 inhibitor -3.
`CC1CC(C)CN(C(=O)c2ccc(-c3ccc([N+](=O)[O-])cc3)o2)C1` (stereo not drawn) gave EBNA-1 inhibitor 3, GASC-1 inh 0, core dimer inh 23, CTSL1 counter 8, ZTA DNA inh -4, PP1 counter 3, PP5 inh 4.4, Yeast superoxide 102 and TPT1 inhibitor -1.
CCOC(=O)CN1C(=N)N(c2nc(NC(C)C)nc(OC)n2)CC1=O was read as EBNA-1 inhibitor -6, GASC-1 inh -5, core dimer inh 2, CTSL1 counter -1, ZTA DNA inh -5, PP1 counter 1, PP5 inh 2.1, Yeast superoxide 108 and TPT1 inhibitor -2.
For CN(C)c1ccc(C=NCC2(O)CCOC(C)(C)C2)cc1 (stereo not drawn) the results were EBNA-1 inhibitor -8, GASC-1 inh -20, core dimer inh -2, CTSL1 counter 4, ZTA DNA inh -5, PP1 counter -4, PP5 inh -2.6, Yeast superoxide 105 and TPT1 inhibitor 1.
For COc1ccc(-c2csc(NC(=O)Cc3ccccc3F)n2)c(OC)c1 the results were EBNA-1 inhibitor -18, GASC-1 inh -7, core dimer inh 9, CTSL1 counter 1, ZTA DNA inh 6, PP1 counter -5, PP5 inh 5.3, Yeast superoxide 107 and TPT1 inhibitor 0.
Screening CCOC(=O)N1CCN(C(=O)COC(=O)C2CCN(S(=O)(=O)c3ccc(C)c(C)c3)CC2)CC1 returned EBNA-1 inhibitor 0, GASC-1 inh -6, core dimer inh -2, CTSL1 counter -2, ZTA DNA inh -10, PP1 counter -1, PP5 inh -1.5, Yeast superoxide 97 and TPT1 inhibitor 0.
For COc1ccc(/C=C2\SC(=S)N(CCC(=O)NC3CCCC3)C2=O)cc1OC the results were EBNA-1 inhibitor 3, GASC-1 inh -14, core dimer inh 9, CTSL1 counter 4, ZTA DNA inh 17, PP1 counter 0, PP5 inh -1.1, Yeast superoxide 99 and TPT1 inhibitor 1.
Screening COc1cc(NC(=O)c2ccccc2)c(OC)cc1NC(=O)Cc1ccc(F)cc1 returned EBNA-1 inhibitor -6, GASC-1 inh 8, core dimer inh 14, CTSL1 counter 2, ZTA DNA inh 14, PP1 counter 1, PP5 inh 3.7, Yeast superoxide 89 and TPT1 inhibitor 0.
For Cc1cccc(C)c1NC(=O)N1C(C(=O)O)CSC1C(=O)O (stereo not drawn) the results were EBNA-1 inhibitor 7, GASC-1 inh -3, core dimer inh 2, CTSL1 counter 0, ZTA DNA inh -5, PP1 counter 1, PP5 inh 3.7, Yeast superoxide 116 and TPT1 inhibitor -1.
For Cc1ccc2c(c1)NC(=O)[C@@]1(C)[C@@H](c3ccccc3)[C@H]3COc4ccccc4[C@@H]3N1C2=O the results were EBNA-1 inhibitor -4, GASC-1 inh 0, core dimer inh 17, CTSL1 counter -5, ZTA DNA inh -12, PP1 counter 11, PP5 inh 3.9 and TPT1 inhibitor 0.
`O=C(Nc1ccc(F)c(F)c1)c1cc(S(=O)(=O)N2CCN(c3ccccn3)CC2)ccc1F` gave EBNA-1 inhibitor -5, GASC-1 inh 16, core dimer inh 4, CTSL1 counter -1, ZTA DNA inh -2, PP1 counter 1, PP5 inh 3.4, Yeast superoxide 91 and TPT1 inhibitor 2.
Screening CCN(CC)S(=O)(=O)c1ccc2oc(C(=O)NC3CCCc4ccccc43)c(C)c2c1 (stereo not drawn) returned EBNA-1 inhibitor 1, GASC-1 inh -2, core dimer inh 12, CTSL1 counter 0, ZTA DNA inh 2, PP1 counter 4, PP5 inh 5.1, Yeast superoxide 105 and TPT1 inhibitor 5.
`O=C(CSC(=S)N1CCCC1)N1CCN(S(=O)(=O)c2cccc([N+](=O)[O-])c2)CC1` gave EBNA-1 inhibitor 8, GASC-1 inh 14, core dimer inh -1, CTSL1 counter -2, ZTA DNA inh -10, PP1 counter -1, PP5 inh 1.8, Yeast superoxide 113 and TPT1 inhibitor 1.
CC(C)(C)c1ccc(C(=O)Nc2ccc(Oc3cccnc3)nc2)cc1 was read as EBNA-1 inhibitor 1, GASC-1 inh 5, core dimer inh -5, CTSL1 counter -1, ZTA DNA inh 2, PP1 counter -3, PP5 inh 4.9, Yeast superoxide 90 and TPT1 inhibitor -1.
Cn1c(N)c(C(=O)c2ccc(C#N)cc2)c(=O)n(C)c1=O was read as EBNA-1 inhibitor 13, GASC-1 inh 4, core dimer inh -5, CTSL1 counter 3, ZTA DNA inh -2, PP1 counter -2, PP5 inh 0.5, Yeast superoxide 97 and TPT1 inhibitor -1.
For CC(C)Sc1nnc(NC(=O)c2ccco2)s1 the results were EBNA-1 inhibitor -1, GASC-1 inh 2, core dimer inh -1, CTSL1 counter 4, ZTA DNA inh -14, PP1 counter -4, PP5 inh 1.9, Yeast superoxide 96 and TPT1 inhibitor -1.
`COc1ccc(C(=O)N2CCN(CCc3ccccc3)CC2)cc1[N+](=O)[O-]` gave EBNA-1 inhibitor -9, GASC-1 inh 4, core dimer inh -9, CTSL1 counter -4, ZTA DNA inh 1, PP1 counter 4, PP5 inh 3.7, Yeast superoxide 115 and TPT1 inhibitor 3.
Screening CCc1ccc(N/C(SC)=C(/C#N)C(N)=O)cc1 returned EBNA-1 inhibitor 2, GASC-1 inh 4, core dimer inh 4, CTSL1 counter 2, ZTA DNA inh -7, PP1 counter -1, PP5 inh 1.0, Yeast superoxide 78 and TPT1 inhibitor -3.
Cc1cc(C(C#N)c2ccc(Cl)cc2)c(Cl)cc1NC(=O)c1cc(I)cc(I)c1O (stereo not drawn) was read as EBNA-1 inhibitor 18, GASC-1 inh 7, core dimer inh 18, CTSL1 counter 0, ZTA DNA inh -8, PP1 counter 11, PP5 inh -1.4, Yeast superoxide 92 and TPT1 inhibitor -2.
Cc1c(C(=O)OCC(=O)N(C)CC(=O)Nc2ccc(F)cc2)oc2ccccc12 was read as GASC-1 inh -2, ZTA DNA inh -9, PP1 counter 1, PP5 inh 3.2 and Yeast superoxide 103.
Screening COc1cc2cc(CCCOC(=O)CCCC(=O)O)oc(=O)c2cc1OC returned GASC-1 inh -2, ZTA DNA inh -1, PP1 counter -2, PP5 inh 3.2 and Yeast superoxide 91.
`O=C(NC1CCN(Cc2ccccc2)CC1)C1CCN(S(=O)(=O)c2ccc(Cl)cc2)CC1` gave EBNA-1 inhibitor 6, GASC-1 inh 6, core dimer inh 1, CTSL1 counter -3, ZTA DNA inh 3, PP1 counter 3, PP5 inh 0.1, Yeast superoxide 91 and TPT1 inhibitor -3.
For O=C(Oc1ccc(Cl)c2cccnc12)N1CCCCCC1 the results were EBNA-1 inhibitor 7, GASC-1 inh -3, core dimer inh 2, CTSL1 counter -2, ZTA DNA inh 8, PP1 counter 4, PP5 inh 0.5, Yeast superoxide 94 and TPT1 inhibitor -5.
Screening O=C(Nc1ccccc1N1CCN(c2ccc(F)cc2)CC1)C12CC3CC(CC(C3)C1)C2 returned EBNA-1 inhibitor 13, GASC-1 inh -3, core dimer inh 16, CTSL1 counter -1, ZTA DNA inh 7, PP1 counter -2, PP5 inh -1.4, Yeast superoxide 96 and TPT1 inhibitor -2.
O=C(NC1CCCC1)C(c1ccco1)N(C(=O)c1csnn1)c1ccccc1 (stereo not drawn) was read as EBNA-1 inhibitor 6, GASC-1 inh 4, core dimer inh -3, CTSL1 counter -5, ZTA DNA inh 13, PP1 counter -4, PP5 inh -2.5, Yeast superoxide 90 and TPT1 inhibitor 2.

Fetched by structure from above, two records:
Cc1cc(C(C#N)c2ccc(Cl)cc2)c(Cl)cc1NC(=O)c1cc(I)cc(I)c1O (stereo not drawn) was read as EBNA-1 inhibitor 18, GASC-1 inh 7, core dimer inh 18, CTSL1 counter 0, ZTA DNA inh -8, PP1 counter 11, PP5 inh -1.4, Yeast superoxide 92 and TPT1 inhibitor -2.
For Cc1ccc2c(c1)NC(=O)[C@@]1(C)[C@@H](c3ccccc3)[C@H]3COc4ccccc4[C@@H]3N1C2=O the results were EBNA-1 inhibitor -4, GASC-1 inh 0, core dimer inh 17, CTSL1 counter -5, ZTA DNA inh -12, PP1 counter 11, PP5 inh 3.9 and TPT1 inhibitor 0.
